West Nile antiviral – West Nile virus antiviral activity, cell-based, CPE readout (AID 1621) | West Nile virus-infected cells, CPE inhibition; higher % means a stronger effect | one-dose CPE inhibition, % at 10 µM; IC50 in µM for titrated hits | 0.02% of 290,000 active; in the data active = a potency from the dose series; inconclusive = CPE inhibition mostly from about 3.7% at the one dose, without a potency; inactive = the rest, 99 in 100 with CPE inhibition below about 2.2%; also: strong numbers were not always called active
UTI89 phage lysis – inhibition of K1F phage lysis, E. coli UTI89, bacterial capsule biogenesis inhibitors, alamar blue (AID 488966). 0.02% of 340,000 active. inhibition, % at 100 µM; hits with a dose series show IC50 in µM. E. coli UTI89 K1F phage lysis, alamar blue, 2 h; higher % means a stronger effect;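 active = phage lysis inhibition, versus mean bacterial control, above a set limit; inconclusive = no clear call, values can overlap the other calls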;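 also: capsule biogenesis inhibitors block K1F phage lysis so surviving cells raise fluorescence; higher fluorescence means more inhibition of phage lysis; actives were called in the ten point dose series up to 300 µM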
T cell HTS – modulates CD8 T cell binding to vesicles; calls only at 7 µM; 2C CD8+ T cell-vesicle binding, flow cytometry; stronger effect = lower value; 0.068% of 330,000 active; AID 2052;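 active = response, share of CD8 T cells binding vesicles, and their 90th percentile fluorescence all below set limits, cut at about 80% in these data, passing the limit was not always enough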
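incubation = binding step 1.5 h, 37 °C, antibody labelling 20 min, ice | test system = 2C mouse CD8+ T cells | read-out basis = percent CD8+ FL2 mean versus row control | controls = Peptide-free naked vesicles (low) and QL9 vesicles with 0.7% DMSO vehicle (high) | detection = flow cytometry of vesicle-bound cells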
human PMI inhibitors – MPI inhibition at elevated mannose 6-phosphate – biochemical, fluorescence intensity, high mannose 6-phosphate, primary screen (AID 1220) | recombinant PMI enzyme, coupled fluorescence intensity; higher % means a stronger effect | inhibition, % at 20 µM; hits with a dose series show IC50 in µM | 0.66% of 190,000 active
PMI inhibitors – inhibitors of human PMI, primary screen, biochemical, fluorescence intensity, coupled assay (AID 1209) | purified PMI enzyme, coupled fluorescence intensity; higher % means a stronger effect | inhibition, % at 20 µM; hits with a dose series show IC50 in µM | 0.42% of 190,000 active;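 also: plate controls were DMSO vehicle for no effect and wells lacking substrate for full effect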
M17LAP inhibition – P. falciparum M17LAP inhibitors, primary screen, biochemical, fluorogenic H-Leu-NHMec substrate, 1536-well (AID 1619); recombinant M17LAP, H-Leu-NHMec fluorogenic kinetic assay; higher % means a stronger effect; inhibition, % at 30 µM; hits with a dose series show IC50 in µM; 0.38% of 220,000 active;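 active = compound inhibiting the enzyme by more than half at any dose during confirmatory dose-response retesting; inconclusive = strong single-dose inhibitors picked by rank but not retested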;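 also: plate controls were full reaction with DMSO carrier for no effect and no enzyme background for full effect; strong numbers were not always called active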
TNAP activation fold – stimulation of alkaline phosphatase TNAP activity – biochemical, luminescent, no phosphate acceptor, uHTS, primary screen (AID 1001). purified TNAP, luminescent activation assay, no phosphate acceptor; higher activation fold means a stronger effect. activation fold at 20 µM, or EC50 in µM where a hit was titrated. 0.03% of 200,000 active; in the data active = activation fold from about 3, or a potency from the dose series; inactive = the rest, 99 in 100 with activation fold below about 1.6; also: many of its hits are not listed in these tables
RSV antiviral HEp-2 – RSV antiviral activity via CPE protection, HEp-2 cells, primary 10 µM value included (AID 2391); CPE inhibition, % at 10 µM; hits with a dose series show IC50 in µM; HEp-2 cells, RSV-induced CPE inhibition; higher % means a stronger effect; 0.13% of 310,000 active; in the data active = a potency from the dose series; inconclusive = CPE inhibition mostly from about 23% at the one dose, without a potency; inactive = the rest, 99 in 100 with CPE inhibition below about 21%; also: strong numbers were not always called active
P. falciparum M1AAP – P. falciparum M1AAP inhibitors, biochemical, fluorogenic H-Leu-NHMec substrate, 1536-well (AID 1445) | inhibition, % at 30 µM, or IC50 in µM where a hit was titrated | recombinant M1AAP, H-Leu-NHMec fluorogenic kinetic assay; higher % means a stronger effect | 0.42% of 220,000 active;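 active = primary inhibition above the hit cutoff, then over 50% inhibition at one or more dose response concentrations, cut at about 23% in these data, passing the limit was not always enough; inconclusive = conflicting primary data, or primary hits not chosen for dose response; inactive = low primary inhibition, or under 50% at every dose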;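 also: plate controls were DMSO full reaction for no effect and no enzyme background for full effect; strong numbers were not always called active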
T cell HTS vesicle-bound % – also measured in T cell HTS; calls as there; double positive events, %; measured here: CD8+ vesicle-bound cell fraction;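 binding gate set so that unloaded-vesicle control wells show 10% double positive cells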
Active calls of the source: *; i = inactive; u = inconclusive; x = not tested or not shown; + = active, no number; [ ] = dose if it differs, or a comment. Rule as the data show it, unless noted: active = inhibition above about 50%; inactive = the rest.

The first three entries, ahead of the listing:
SMILES | West Nile antiviral | UTI89 phage lysis | T cell HTS | T cell HTS vesicle-bound % | human PMI inhibitors | PMI inhibitors | M17LAP inhibition | TNAP activation fold | RSV antiviral HEp-2 | P. falciparum M1AAP
CC1(C)CC(CC(=O)Nc2nccs2)(c2ccccc2)CCO1 (stereo not drawn) | 2.4% | 0.2% | i | 20 | -5% | -5% | 10% | 1.1 | 1.4% | 7%
CCC(Oc1ccccc1)C(=O)Nc1ccc(S(=O)(=O)Nc2cnc3ccccc3n2)cc1 (stereo not drawn) | 0.4% | 0.6% | i | 14 | 9% | 11% | 38% | 1.1 | 3.0% | 14%
CCOc1ccc(NS(=O)(=O)c2ccc(OCC(=O)NCc3ccncc3)cc2)cc1 | 0.1% | 0.0% | i | 15 | x | x | x | x | 1.6% | x

All compounds of this part (from the top)
SMILES | West Nile antiviral | UTI89 phage lysis | T cell HTS | T cell HTS vesicle-bound % | human PMI inhibitors | PMI inhibitors | M17LAP inhibition | TNAP activation fold | RSV antiviral HEp-2 | P. falciparum M1AAP
CC1(C)CC(CC(=O)Nc2nccs2)(c2ccccc2)CCO1 (stereo not drawn) | 2.4% | 0.2% | i | 20 | -5% | -5% | 10% | 1.1 | 1.4% | 7%
CCC(Oc1ccccc1)C(=O)Nc1ccc(S(=O)(=O)Nc2cnc3ccccc3n2)cc1 (stereo not drawn) | 0.4% | 0.6% | i | 14 | 9% | 11% | 38% | 1.1 | 3.0% | 14%
CCOc1ccc(NS(=O)(=O)c2ccc(OCC(=O)NCc3ccncc3)cc2)cc1 | 0.1% | 0.0% | i | 15 | x | x | x | x | 1.6% | x
COC(=O)c1sc(NC(=O)c2ccncc2)nc1C | -0.1% | 2.5% | i | 50 | x | x | x | x | 0.3% | x
COC(=O)c1sccc1NC(=O)c1ccoc1C | 0.8% | 2.9% | i | 16 | 9% | 6% | 6% | 1.1 | u | -3%
CCOc1ccc(N=C2NC(=O)SC2CC(=O)OC)cc1 (stereo not drawn) | 0.1% | -1.7% | i | 49 | x | x | 8% | x | 2.9% | -3%
COc1ccc(C(=O)NC(=S)NCc2cccnc2)cc1OC | -0.3% | 0.5% | i | 63 | 6% | 6% | 5% | 1 | 1.3% | 6%
C/C(=N\NS(=O)(=O)c1ccccc1)c1cccc(NC(=O)c2cccc(Cl)c2)c1 | 0.2% | 3.6% | i | 44 | 22% | 21% | 11% | 1.2 | 5.7% | 7%
CCOC(=O)C1CCCN(C(=O)c2cc(S(=O)(=O)N3CCCCC3)ccc2C)C1 (stereo not drawn) | 0.7% | -0.1% | i | 41 | x | x | 4% | x | 2.1% | 2%
CC(C)CNS(=O)(=O)c1ccc(CCC(=O)N2CCN(Cc3ccccc3)CC2)cc1 | -1.1% | 0.5% | i | 39 | 0% | 15% | -15% | 1.1 | 6.3% | 1%
NC(N)=NC(N)=Nc1cccc(Cl)c1 | 0.0% | -8.6% | i | 34 | x | x | 1% | x | 0.1% | -2%
CCn1c(-c2nonc2NC(=O)c2ccccc2)nc2ccccc21 | 0.1% | 2.1% | i | 41 | 2% | -1% | 1% | 1 | -1.6% | -3%
COC(=O)c1[nH]c2cc(OC)ccc2c1NC(=O)c1ccc2c(c1)OCO2 | -0.3% | 0.1% | i | 30 | 13% | 16% | 8% | 1.1 | 0.6% | 14%
COCc1cc(C)nc2sc(C(=O)OC(C)C)c(N)c12 | 0.1% | 0.5% | i | 46 | -4% | 1% | -3% | 1.2 | 8.2% | 1%
CCOC(=O)N1CCC(Nc2c(N3CCN(c4cccc(C(F)(F)F)c4)CC3)c(=O)c2=O)CC1 | 0.2% | 0.0% | i | 33 | -6% | -9% | 8% | 1 | 1.8% | -2%
Cc1ccc(C)n1-c1sccc1C(=O)O | 0.1% | -1.1% | x | x | 5% | 13% | 22% | 1.2 | x | 19%
O=C1CSC(c2cccc(F)c2)N1c1c(F)cccc1F (stereo not drawn) | -0.9% | 0.0% | i | 58 | x | x | x | x | 2.8% | x
COC(=O)CN1C(=O)COc2ccc(S(=O)(=O)N3CCCCCC3)cc21 | -0.2% | 0.2% | i | 27 | x | x | x | x | 6.0% | x
C/C(=N/N=C1/NC(=O)CC(C(=O)Nc2ccccc2)S1)c1cccs1 (stereo not drawn) | 0.1% | 0.2% | i | 59 | 14% | 26% | 27% | 1.1 | 5.1% | 9%
Cn1c(-c2c(N)n(CCc3ccccc3)c3nc4ccccc4nc23)nc2ccccc21 | 0.3% | 11% | i | 3 | 8% | 13% | 1% | 1.2 | -2.4% | -9%
COc1cc(/C=C2\CCCc3c2nc2ccccc2c3C(=O)O)cc([N+](=O)[O-])c1O | 0.1% | -0.1% | i | 14 | x | x | x | x | 0.9% | x
Cc1cc(NC(=O)c2oc3ccccc3c2C)ccc1-n1cnnn1 | -0.7% | 0.4% | i | 7 | 18% | 4% | 1% | 1 | 0.4% | 5%
COCc1nn2c(N)c(C#N)cnc2c1-c1ccccc1 | 0.5% | -0.1% | i | 22 | 8% | 11% | -7% | 1.1 | 16% | 3%
O=C(CN1C(=O)CSc2ccc(S(=O)(=O)N3CCOCC3)cc21)NCc1ccc(F)cc1 | -0.2% | 0.3% | i | 3 | x | x | x | x | 0.9% | x
COc1ccc(Cl)cc1NC(=O)CN(C)S(=O)(=O)c1cccs1 | -0.5% | 0.0% | i | 31 | x | x | x | x | 4.9% | x

More results:
SMILES | West Nile antiviral | UTI89 phage lysis | T cell HTS | T cell HTS vesicle-bound % | human PMI inhibitors | PMI inhibitors | M17LAP inhibition | TNAP activation fold | RSV antiviral HEp-2 | P. falciparum M1AAP
COc1ccccc1CC(=O)Nc1cccc2c1CCCC2 | 0.2% | 0.3% | i | 10 | 2% | 2% | 15% | 1.1 | 1.8% | 5%
O=C(CCNC(=O)c1ccccc1Cl)Nc1ccc2c(c1)OCO2 | 0.1% | 0.4% | i | 54 | -8% | -10% | -1% | 1.1 | 0.2% | 9%
COc1cc(NS(=O)(=O)c2ccc(NC(=S)NC(=O)c3ccc(Br)cc3)cc2)ncn1 | -0.2% | 0.3% | i | 28 | x | x | x | x | 9.8% | x
COc1ccc(CNC(=O)c2cc(=O)c3cc(C)c(C)cc3o2)cc1 | 0.0% | 0.3% | i | 36 | x | x | x | x | 0.3% | x
CCc1nc2ccccc2c(=O)n1NC(=O)c1c(O)c2ccccc2[nH]c1=O | 1.0% | -0.6% | i | 20 | -5% | 3% | 10% | 1 | 2.6% | 16%
CN(C)c1cccc2c(C=C(C#N)C#N)ccc(N(C)C)c12 | -0.1% | 1.2%[50 µM] | i | 58 | 64%* | 34% | 14% | 0.6 | 1.3% | 1%
Cc1ccc(C(=O)O)c(C(=O)Nc2nc(C)cs2)c1 | 1.0% | 0.5% | i | 32 | -5% | -1% | 10% | 1.1 | 1.8% | 10%
C=CCOc1ccc(C2NC(=S)NC(c3ccccc3)=C2C(C)=O)cc1OC (stereo not drawn) | -1.1% | 0.1% | + | 0.9* | 3% | -4% | 7% | 0.9 | 4.0% | 8%
COc1ccccc1NS(=O)(=O)c1c(C)[nH]c(C)c1C(=O)N1CCCC1 | -0.2% | 0.6% | i | 6 | x | x | x | x | 3.3% | x
COc1ccc(CNC(=O)Cc2cccs2)cc1 | -0.7% | -0.9% | i | 50 | x | x | x | x | -0.4% | x
O=C(NCc1ccccn1)C(=O)C1C(=O)Nc2ccccc21 (stereo not drawn) | -0.7% | 0.3% | i | 35 | -15% | -40% | 9% | 1.1 | 3.3% | 6%
NS(=O)(=O)c1ccc(N2N=C(c3ccc(Br)cc3)CC2c2ccc(F)cc2)cc1 (stereo not drawn) | u | 2.5% | i | 22 | 27% | 22% | -33% | 1.3 | -4.7% | 5%
c1ccc(Oc2cc(-c3ccccc3)nc(-c3ccccc3)n2)cc1 | 0.3% | 1.6%[50 µM] | i | 41 | 0% | 5% | -4% | 0.8 | u | -2%
O=C(Nc1ccc(N2CCN(Cc3ccccc3)CC2)cc1)c1ccco1 | -1.0% | 0.0% | i | 65 | x | x | x | x | 0.1% | x
O=C(CC12CC3CC(CC(C3)C1)C2)NCc1ccco1 | -0.4% | 0.2% | i | 28 | 8% | -2% | -15% | 1.1 | 0.1% | 7%
O=C(COc1cccc(Br)c1)NN=C1c2ccccc2-c2ccccc21 | -0.2% | 0.4% | i | 39 | -5% | 5% | -1% | 1.1 | 1.9% | -1%
CC(NC(=O)C1CCCN1C(=O)OCc1ccccc1)c1ccccc1 (stereo not drawn) | -0.1% | 0.2% | i | 26 | 0% | 2% | 8% | 1.1 | 0.7% | -2%
Cc1ccc(OCCOc2cccc3ccc(C)nc23)c([N+](=O)[O-])c1 | -0.6% | 0.3% | i | 23 | 55%* | 24% | 10% | 1.1 | 1.6% | 2%
COc1ccccc1NNC(=O)C(O)(c1ccccc1)c1ccccc1 | -0.7% | 0.4% | i | 11 | x | x | 2% | x | x | 10%
CC1(C)CC(=O)C2=C(C1)NC1=C(C(=O)c3ccccc31)C2c1cccnc1 (stereo not drawn) | -0.2% | -0.4% | i | 66 | 9% | 8% | 5% | 1 | 2.8% | 6%
Cc1ccc(N/C=C2\C(=O)C3(C)CCC2C3(C)C)cc1C (stereo not drawn) | 0.3% | -0.3% | i | 32 | -5% | -19% | 2% | 1 | -1.0% | 5%
Cc1ccc(C(=O)N/N=C/c2cc(C)n(-c3ccc(Br)cc3)c2C)cc1[N+](=O)[O-] | -0.3% | 0.1% | i | 6 | -3% | -10% | 2% | 1.1 | 8.0% | 3%
CCCc1cc(C(=O)N2CCCC(Cc3cccc(Cl)c3)(C(=O)OCC)C2)n(C)n1 (stereo not drawn) | -1.7% | -0.4% | i | 54 | x | x | x | x | 3.7% | x
Cc1cccc(C(=O)Nc2ccc(O)c3c(=O)cc(-c4ccccc4Cl)oc23)c1 | u | 3.0% | x | x | -8% | -6% | 11% | 1 | 0.1% | 7%
Cc1cc(C)cc(C(=O)NC(=S)Nc2ccc3[nH]c(=O)[nH]c3c2)c1 | -0.6% | 0.3% | i | 42 | -4% | -8% | 5% | 1 | 0.8% | 6%

Single values from the results shown.
Value for Cc1cc(C)cc(C(=O)NC(=S)Nc2ccc3[nH]c(=O)[nH]c3c2)c1 in UTI89 phage lysis: 0.3%
Value for CC1(C)CC(=O)C2=C(C1)NC1=C(C(=O)c3ccccc31)C2c1cccnc1 (stereo not drawn) in P. falciparum M1AAP: 6%
Value for Cc1ccc(OCCOc2cccc3ccc(C)nc23)c([N+](=O)[O-])c1 in T cell HTS vesicle-bound %: 23
Value for COc1ccccc1NNC(=O)C(O)(c1ccccc1)c1ccccc1 in UTI89 phage lysis: 0.4%

Rows were taken by chance; any-hit rate near 1.5%.
